Source: PubChem BioAssay
HIV RNase H inh – blocks HIV-1 RNase H cleavage of RNA/DNA duplex | P04585 | RT-RNase H RNA/DNA duplex cleavage, fluorescence | inhibition, % at 10 µM | actives 1.9% (n = 65,000); in the data active means inhibition above about 50%
RmlC RmlD mix – mixture blocks RmlC and RmlD coupled enzyme activity. RmlC/RmlD coupled enzyme inhibition, 384-well mixture HTS. actives 0.39% (n = 110,000). inhibition, % at 5.5 µM; in the data active means inhibition above about 30%, passing the limit was not always enough; further: strong numbers were not always called active
* marks the source's active call; other numbers are inactive results; x = no result given. These rows are one share of the data; rates above refer to the full screens.

SMILES	HIV RNase H inh	RmlC RmlD mix
C(=N\c1nc2ccccc2n1CCN1CCOCC1)/c1cccs1	3	-12
COc1ccc(OCCNS(=O)(=O)c2ccc3oc4ccccc4c3c2)cc1	x	14
CCCN1Cc2cccc(C(=O)Nc3ccc(N4CCN(CC)CC4)cc3)c2C1=O	0	x
O=C(c1cc2c(s1)CCCC2)N1CCN(C(=O)C2CCCO2)CC1 (centres undefined)	-3	6
C#Cc1ccc([C@@H]2C=C(C(=O)N3CCN(Cc4ccccc4)CC3)O[C@H](OCCCCO)C2)cc1	x	-12
CNC(=O)Cn1ncc2c(C)n(Cc3ccc(C)cc3)c(C)c2c1=O	-23	12
COc1ccccc1N(C)S(=O)(=O)c1ccc(C(=O)OCC(=O)NCc2ccco2)cc1	-7	5
O=c1c2ccccc2sc2nc(C3CCCCC3)n(Cc3ccco3)c(=O)c12	-61	x
CC(C)(C)c1cc(CN(CCO)CCO)cc(C(C)(C)C)c1O	9	-2
C[N+]1(CC(=O)Nc2ccccc2Cl)CCN(C(=O)c2cccs2)CC1	x	-11
CCOC(=O)N1CCN(Cc2nc3c(c(=O)[nH]c(=O)n3C)n2Cc2ccccc2C)CC1	-2	-5
Cc1ccc(-n2ncc3c(N4CCC5(CC4)OCCO5)ncnc32)c(C)c1	-8	-11
O=C(CNC(=O)c1ccc(Br)cc1)NCCc1nc2ccccc2[nH]1	x	-3
COc1ccc(OC)c(Nc2cc(C)nc3ccccc23)c1	-27	-14
COc1ccc2c(CC(=O)Nc3nnc(C4CC4)s3)coc2c1	6	-6
O=C(N/N=C/c1ccco1)c1ccccn1	x	-10
Cc1ccc(C(=O)/C=C2/NC(=O)CS2)cc1	x	6
CCN(CC)S(=O)(=O)c1ccc(NC(=O)c2ccc(NS(C)(=O)=O)cc2)cc1	-9	5
O=C(Nc1ccc(O)c2c(=O)cc(-c3ccccc3Cl)oc12)c1cccc(Cl)c1	x	-9
CN(C)c1ccc(NC2=C([N+](=O)[O-])CS(=O)(=O)C2)cc1	x	13
O=c1[nH]cnc2ccccc12	x	37
COc1ccc(N(CC(=O)O)S(=O)(=O)c2ccc(OC)c(OC)c2)cc1	3	3
CCCS(=O)(=O)n1nc(-c2ccc(OC)cc2)cc1N	x	3
Cc1c(NC(=O)CSc2cccc3cccnc23)c(=O)n(-c2ccccc2)n1C	x	10
CN1CCCCC1CCN1c2ccccc2Sc2ccc(S(C)=O)cc21 (centres undefined)	x	-11
CCOC(=O)C1CCN(CC(=O)Nc2c(C(=O)OC)[nH]c3ccccc23)CC1	-3	7
CCN1C(=O)/C(=C\N2CCCCCC2)SC1=S	-79	11
Oc1csc(Cc2nc(-c3ccc4ccccc4c3)cs2)n1	x	-1
C=CCNC(=S)/N=c1\sccn1C	x	-12
CC(C)(C)NC(=O)c1cc(F)c(F)cc1Cl	x	-8

Of the compounds above, six contain an aryl methoxy group:
SMILES	HIV RNase H inh	RmlC RmlD mix
COc1ccc(OCCNS(=O)(=O)c2ccc3oc4ccccc4c3c2)cc1	x	14
COc1ccccc1N(C)S(=O)(=O)c1ccc(C(=O)OCC(=O)NCc2ccco2)cc1	-7	5
COc1ccc(OC)c(Nc2cc(C)nc3ccccc23)c1	-27	-14
COc1ccc2c(CC(=O)Nc3nnc(C4CC4)s3)coc2c1	6	-6
COc1ccc(N(CC(=O)O)S(=O)(=O)c2ccc(OC)c(OC)c2)cc1	3	3
CCCS(=O)(=O)n1nc(-c2ccc(OC)cc2)cc1N	x	3

Next section.
SMILES	HIV RNase H inh	RmlC RmlD mix
Cc1c(C(=O)NCCSCc2c(Cl)cccc2Cl)cccc1[N+](=O)[O-]	x	-4
Cc1ccc(-n2c(C)nc3c(cnn3-c3ccc(F)cc3)c2=O)cc1C	-27	-11
COc1ccc(N2C(=O)C3C(C2=O)C2C=CC3C23CC3)c(OC)c1 (centres undefined)	0	-7
CCOC(=O)c1c(NC(=O)Cn2nc(C(F)F)cc2C(F)F)sc(C)c1C	x	10
O=C(NCCCN1CCOCC1)c1csc2c1CCCC2	-11	2
CCOC(=O)C(C)Oc1cccc2c(=O)n(CC(=O)NCc3ccco3)ccc12 (centres undefined)	6	-11
CCCCc1ccc2[nH]cc(CCN)c2c1	3	-2
COc1ccc(CC(=O)Nc2ccc(-c3nc4cc(C)ccc4o3)c(O)c2)cc1OC	48	x
O=S(=O)(N1CCCCC1)N1CCN(c2ccccc2F)CC1	x	-10
COc1ccc(OC)c(C2=NOC(C(=O)N3CCCc4ccccc43)C2)c1 (centres undefined)	x	6
O=C(NCc1cccnc1)C1CC(c2ccc(F)cc2)=NO1 (centres undefined)	-1	-7
COc1cccc(NC(=O)CCc2nc(-c3ccccc3F)no2)c1	x	-16
Cc1cc2nn(-c3cccc4ccccc34)nc2cc1NC(=O)c1cccs1	x	-25
Cc1ccccc1OCC(=O)Nc1ccc(N2CCN(S(C)(=O)=O)CC2)cc1	7	-5
CCC(C)NCCOCCOc1ccc(C)cc1Br (centres undefined)	x	3
Cn1c(C(=O)NCCCN2CCCCC2)cc2sccc21	-14	6
Cc1n[nH]c(=O)nc1NCCN(C)C	9	16
Fc1ccc(CSc2nc3ncccc3[nH]2)cc1	61*	-11
CCCCC(=O)NNC(=S)NC(=O)c1cccc([N+](=O)[O-])c1	x	-5
CC(C)(C)c1cn(-c2ccc(Cl)cc2)c(=S)[nH]1	x	-12
CN(C)CCNC(=S)Nc1ccc(Cl)cc1	x	-6
Cc1cccc2cc(C#N)c(NCCNC(=S)NCCCN3CCOCC3)nc12	x	7
CCOC(=O)CNC(=O)CSP(=S)(OCC)OCC	-1	-24
CCCc1nc2ccccc2c(=O)n1N	x	8
Cc1ccc(C(=O)Nc2ccc3c(c2)OCO3)o1	1	-7
Cc1nc(N2CCN(C(c3ccccc3)c3ccccc3)CC2)nc2c1C(=O)CCC2	-6	x
CCN(CC)CCn1c2ccccc2c2cnc(N=CN(C)C)c(C#N)c21	-20	8
O=C(c1ccco1)N1CCN(c2cc(=O)n(-c3ccc(Cl)cc3)c(=O)[nH]2)CC1	x	-16
COc1ccc(C2=Nn3c(nnc3-c3ccco3)SC2)cc1	x	3
CCc1ccc(/C=C2\CN(CC)Cc3c2nc2ccccc2c3C(=O)O)cc1	x	10
Cc1ccc(N(CC(=O)Nc2cc(C)cc(C)c2)S(=O)(=O)c2cccc3nonc23)cc1	x	6
S=c1nc(-c2ccccc2)n(CCCN2CCOCC2)c2c1CCCC2	-1	-5
COC(=O)Nc1ccc(S(=O)(=O)Nc2ccccc2F)cc1	-3	2
CCCNc1nc(C)cc(-c2cc(-c3ccccc3)on2)n1	x	6
FC(F)(F)c1cccc(NC(=S)N2CCN(c3cccc(C(F)(F)F)c3)CC2)c1	x	-9
COc1ccc(-c2nc(CSCC(=O)NCc3ccc4c(c3)OCO4)c(C)o2)cc1	x	14
Cc1ccc(C(C(=O)NC2CCCCC2)N(Cc2ccco2)C(=O)Cc2c[nH]c3ccccc23)o1 (centres undefined)	x	-6
COc1ccc(CNC(=O)CN(Cc2ccc(Cl)cc2)S(=O)(=O)c2ccccc2)cc1	x	5
CC(=O)CSc1nc(N)c(C#N)c(-c2cccs2)c1C#N	x	-12
COc1ccccc1OCC(=O)N/N=C1\CCc2ccccc21	x	-13
O=C1NC(O)(c2ccccc2)Oc2ccccc21 (centres undefined)	x	-33
COc1cccc(C(=O)NC(=S)Nc2ccc(N3CCCC3)cc2)c1	x	-9
CCS(=O)(=O)N1CCN(C(=O)COc2ccc(-c3ccccc3)cc2)CC1	x	5
Cc1ccc(NC(=O)CCn2cccc2)cc1F	x	2
Cc1ccc(-c2noc(CSc3nnc(-c4ccncc4)n3-c3ccc(F)cc3)n2)cc1	x	4
CSCC[C@@H](C(=O)NCc1cccs1)N1Cc2ccccc2C1=O	x	7
C#CC(=O)N(c1cccc(OC)c1)C(C(=O)NC1CCCC1)c1cccs1 (centres undefined)	x	8
CC1OC(Oc2ccc3ccc(=O)oc3c2-c2c(O)ccc3cc(Oc4ccc5ccc(=O)oc5c4)c(=O)oc23)C(O)C(O)C1O (centres undefined)	x	-10
COC(=O)c1nc2n(n1)C(c1ccc(OC)c(OC)c1OC)C1=C(CCCC1=O)N2 (centres undefined)	-27	9
O=C(O)c1c[nH]c2ccc(S(=O)(=O)N3CCOCC3)cc12	3	-11
CCC[C@@H]1C[C@@H](C(=O)N[C@@H](C2O[C@H](SC)[C@H](O)[C@@H](O)[C@H]2O)[C@H](C)Cl)N(C)C1 (some centres undefined)	x	2
O=C(Cn1cc2c(n1)CCCC2)NCCc1ccccc1	-6	1
CC1(C)OC(=O)C(C(c2ccccc2)C(C#N)C(N)=O)=C(O)O1 (centres undefined)	-12	7
CCOC(=O)N1CCN(C2=Nc3cccc4cccc2c34)CC1	-4	6
CC(CCc1ccccc1)NC(=O)C1CCN(C(=O)c2sccc2-n2cccc2)CC1 (centres undefined)	-3	-44
CC(=O)Nc1c(-c2ccccc2)nc2ncccn12	-5	3
N#CCCN(Cc1cccnc1)C(=O)Nc1ccc(Cl)c(Cl)c1	0	14
CCOC(=O)C(CC)(CC)C(=O)/C=C/c1ccc(Br)cc1	x	9
CCOC(=O)c1c(NC(=O)c2ccco2)n(C2CCCCC2)c2nc3ccccc3nc12	x	6
CCn1c(NC(=O)C2CCCCC2)nc2ccccc21	x	4

Part of the list above in a different format:
Compound: COc1ccccc1N(C)S(=O)(=O)c1ccc(C(=O)OCC(=O)NCc2ccco2)cc1
- HIV RNase H inh = -7
- RmlC RmlD mix = 5

Compound: O=c1c2ccccc2sc2nc(C3CCCCC3)n(Cc3ccco3)c(=O)c12
- HIV RNase H inh = -61
- RmlC RmlD mix = x

Next part:
SMILES	HIV RNase H inh	RmlC RmlD mix
O=C(NCc1ccco1)C(=O)NCC1OCCN1S(=O)(=O)c1ccc(Cl)cc1 (centres undefined)	x	4
CCCCNC(=O)c1onc(CSc2cc(C)cc(C)c2)c1C(=O)NCCCC	x	17
O=C1NCCN1C(=O)c1ccco1	-21	-31
CCn1c(COc2cccc(C)c2C)nnc1SCC(=O)N1CCN(c2ccc(OC)cc2)CC1	x	-10
CCOCCCNC(=S)NCCCNc1nc2cc3c(cc2cc1C#N)OCO3	x	10
C=CCN(CC=C)S(=O)(=O)c1ccc(F)cc1	-6	9
Nc1c(C(=O)NCCc2ccccc2)c2nc3ccccc3nc2n1CCN1CCOCC1	-78	-16
COc1ccc(N2CCn3c2nc2c3c(=O)n(CCN3CCOCC3)c(=O)n2C)cc1	-2	x
COc1cc(NC(=O)c2ccc(S(=O)(=O)N(C)C)cc2)cc(OC)c1OC	4	2
CC(=O)Nc1ccc2[nH]c3ccccc3c2c1	-3	-14
Cc1cc(C)n2c(SCC(=O)N(C)C3CCS(=O)(=O)C3)nnc2n1 (centres undefined)	4	-14
O=S(=O)(Nc1ccc2c(c1)OCCO2)c1ccc(Br)s1	-11	-7
CC(Oc1ccc(Cl)cc1Cl)C(=O)Nc1ccc(S(=O)(=O)Nc2cnc3ccccc3n2)cc1 (centres undefined)	x	10
CCOC(=O)C1=NNC2(c3ccc(Cl)cc3)C(=O)N(c3cc(C)cc(C)c3)C(=O)C12 (centres undefined)	x	6
CC(C)OCCCNC(=O)CCSc1ccc(Cl)cc1	x	21
CCCCCCCCCCOC(=O)c1csc2nnsc12	x	-48
CC1(C)Cc2c(sc3c2C2=NCCN2C=N3)CO1	3	-7
Cc1ccccc1Nc1nc(N)nc(CSCc2c(C)noc2C)n1	-1	-7
COc1ccc(S(=O)(=O)N(C)CC(=O)Nc2ccccc2C(F)(F)F)cc1OC	-11	9
COc1ccc2cc(C3(C)NC(=O)NC3=O)ccc2c1 (centres undefined)	-8	9
C=CCNCC(=O)NN=C(c1ccccc1)c1ccccc1	x	110
Cc1cc(C(=O)OCC(=O)Nc2ccc(S(=O)(=O)N3CCOCC3)cc2)c(C)o1	-11	0
Cc1cccc(NC(=O)CSc2nnc(C)n2Cc2ccccc2)c1	x	-5
CCOc1ccc(NC(=O)Nc2ccc3c(c2)nnn3C)cc1	-11	3
CCOCCSc1nnc2nc(C)cc(C)n12	5	1
CCOC(=O)c1c(C)[nH]c(C(C)=O)c1C	-15	15
CC(C)(C)OC(=O)N1CCC(NC(=O)c2[nH]cnc2C(=O)N[C@@H](Cc2ccccc2)C(=O)OCc2ccccc2)CC1	x	6
C=C(C)c1cccc(C(C)(C)NC(=O)N2CCCC2)c1	x	11
Cc1ccc(S(=O)(=O)N(CC(O)CN2CCCCC2)c2ccccc2)cc1 (centres undefined)	-4	-4
CC(C)(C)NC(=O)C1CC(=O)OC1(C)C (centres undefined)	7	8

Pulled by structure from the entries so far:
SMILES	HIV RNase H inh	RmlC RmlD mix
CCOc1ccc(NC(=O)Nc2ccc3c(c2)nnn3C)cc1	-11	3
C#Cc1ccc([C@@H]2C=C(C(=O)N3CCN(Cc4ccccc4)CC3)O[C@H](OCCCCO)C2)cc1	x	-12

(more compounds)
SMILES	HIV RNase H inh	RmlC RmlD mix
CCOC(=O)c1oc2ccccc2c1NC(=O)c1ccccc1OC	-11	4
O=C(OCCCCN1C(=O)c2ccccc2C1=O)c1ccc(S(=O)(=O)N2CCCC2)cc1	-35	12
COC(=O)c1ccc(Sc2ccc(F)cc2)c(N)c1	x	-12
CCOc1cc(S(=O)(=O)N(CC)CC)c(OCC)cc1-n1cnnn1	x	16
Cc1cccc(N/C=C/C(=C(C#N)C#N)N(C)C)c1	x	6
C=C1c2cc(OC)ccc2NC(=O)N1CC	-12	-1
Fc1ccc(OCCCCCN2CCCC2)cc1	x	-183
O=C(NCC1CCCO1)c1ccc(CS(=O)(=O)c2ccc(Br)cc2)o1 (centres undefined)	-7	17
CCC(=O)NC(=S)Nc1cccc(NC(=O)CC)c1	x	7
CCOc1ccc2[nH]c(C)c(CN(C)C)c(=O)c2c1	-5	3
CN1C(=O)C2(c3ccccc31)C1CCCC=C1C(C#N)=C(N)C2(C#N)C#N (centres undefined)	2	11

Exported with bars between the fields: 3 of the compounds above
Compound | HIV RNase H inh | RmlC RmlD mix
O=C(OCCCCN1C(=O)c2ccccc2C1=O)c1ccc(S(=O)(=O)N2CCCC2)cc1 | -35 | 12
CN1C(=O)C2(c3ccccc31)C1CCCC=C1C(C#N)=C(N)C2(C#N)C#N (centres undefined) | 2 | 11
CCC(=O)NC(=S)Nc1cccc(NC(=O)CC)c1 | x | 7
